Anesthetic bind – qHTS Assay for Identification of Novel General Anesthetics; Ferritin light chain (Equus caballus), P02791; apoferritin/1-aminoanthracene competitive binding, fluorescence; Potency, µM (highest dose often 77.5 µM), inactives show at the highest dose activity change, negative = displacement, most hits filed as inhibitors; 350,000 compounds, 0.074% hits; AID 485281, 2010; note: potency is the fitted concentration of half-maximal effect; % is set by controls: 0 for no effect and ±100 for the full control effect; nearly all actives have a fitted effect of over 20% in size
Target sequence (P02791 2-175 limits assumed): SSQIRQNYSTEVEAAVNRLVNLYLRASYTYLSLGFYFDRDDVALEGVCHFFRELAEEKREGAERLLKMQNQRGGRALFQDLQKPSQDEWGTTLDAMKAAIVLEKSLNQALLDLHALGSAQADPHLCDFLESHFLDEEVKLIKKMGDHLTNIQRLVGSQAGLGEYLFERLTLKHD
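Concentration-response curves derived by four-parameter Hill fitting of normalized fluorescence, where compounds displaced 1-AMA from 10 uM horse apoferritin following a brief 10 min room-temperature incubation; propofol titration acted as positive control.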
POLB inh – qHTS Assay for Inhibitors of DNA Polymerase Beta; 340,000 compounds, 1.3% hits; Pol beta primer extension/strand displacement, fluorescence kinetic; Potency, µM (series often up to 114 µM), inactives show top-dose activity change, negative = inhibition, most hits filed as inhibitors; note: potency is the fitted concentration of half-maximal effect; % is set by controls: 0 for no effect and ±100 for the full control effect
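10 nM enzyme + cpd, 15 min RT; start with substrate 50 nM final; read 0 min and after 10 min RT. Corrected, normalized data; 4-parameter Hill curve fit.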
Pol iota inh – qHTS for Inhibitors of Polymerase Iota | Pol iota fluorescent replication assay, 10 min | Potency, µM (titrated, usually from 115 µM), for inactives: at the highest dose activity, negative = inhibition, actives largely listed as inhibitors | 390,000 compounds, 1% hits | AID 588590, 2011; note: potency is the fitted concentration of half-maximal effect
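Pol iota at 10 nM preincubated 15 min with compounds at room temperature; reaction started with fluorescent substrate, 50 nM final. Fluorescence read kinetically at 0 and 10 min; buffer-only wells as negative control.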
LDHA inh – qHTS assay for inhibitors of human lactate dehydrogenase; L-lactate dehydrogenase A chain (Homo sapiens), P00338; purified LDHA, NADH/diaphorase-resazurin fluorescence; hits give low values; activity change, % (values are at about 110 or 230 µM); 480,000 compounds, 0.15% hits; in the data active = activity change below about -30%; inconclusive = mostly about -25% to -30%;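 note: plate controls were DMSO wells for no effect and wells without enzyme for full effect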
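Human LDH5 (2 nM) was incubated with 0.06 mM NADH and 0.2 mM pyruvate for 5 min at room temperature in Tris pH 7.4. Remaining NADH was coupled through diaphorase/resazurin, and resorufin fluorescence was read at 0 and 20 min.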
BLM helicase inh – qHTS Assay for Inhibitors of Bloom's syndrome helicase (BLM); AID 2528, 2010; 350,000 compounds, 0.2% hits; Potency, µM (titrated, usually from 56.1 µM), without a hit: top-dose activity change, negative = inhibition, hits mostly inhibitors; RecQ-like DNA helicase BLM (Homo sapiens), P54132; recombinant BLM DNA unwinding, fluorescence dequenching;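 note: potency is the fitted concentration of half-maximal effect; plate controls were vehicle for no effect and no enzyme for full effect; nearly all actives have a fitted effect of over 35% in size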
Pol kappa inh – qHTS for Inhibitors of Polymerase Kappa. Potency, µM (titrated, usually from 107 µM), for the others: at the top dose activity, negative = inhibition, actives largely listed as inhibitors. DNA polymerase kappa (Homo sapiens), Q9UBT6. purified Pol kappa, fluorescent DNA synthesis assay, 10 min. 400,000 compounds, 0.53% hits; note: potency is the fitted concentration of half-maximal effect; % is set by controls: 0 for no effect and ±100 for the full control effect
Target sequence (Q9UBT6 whole entry, looked up): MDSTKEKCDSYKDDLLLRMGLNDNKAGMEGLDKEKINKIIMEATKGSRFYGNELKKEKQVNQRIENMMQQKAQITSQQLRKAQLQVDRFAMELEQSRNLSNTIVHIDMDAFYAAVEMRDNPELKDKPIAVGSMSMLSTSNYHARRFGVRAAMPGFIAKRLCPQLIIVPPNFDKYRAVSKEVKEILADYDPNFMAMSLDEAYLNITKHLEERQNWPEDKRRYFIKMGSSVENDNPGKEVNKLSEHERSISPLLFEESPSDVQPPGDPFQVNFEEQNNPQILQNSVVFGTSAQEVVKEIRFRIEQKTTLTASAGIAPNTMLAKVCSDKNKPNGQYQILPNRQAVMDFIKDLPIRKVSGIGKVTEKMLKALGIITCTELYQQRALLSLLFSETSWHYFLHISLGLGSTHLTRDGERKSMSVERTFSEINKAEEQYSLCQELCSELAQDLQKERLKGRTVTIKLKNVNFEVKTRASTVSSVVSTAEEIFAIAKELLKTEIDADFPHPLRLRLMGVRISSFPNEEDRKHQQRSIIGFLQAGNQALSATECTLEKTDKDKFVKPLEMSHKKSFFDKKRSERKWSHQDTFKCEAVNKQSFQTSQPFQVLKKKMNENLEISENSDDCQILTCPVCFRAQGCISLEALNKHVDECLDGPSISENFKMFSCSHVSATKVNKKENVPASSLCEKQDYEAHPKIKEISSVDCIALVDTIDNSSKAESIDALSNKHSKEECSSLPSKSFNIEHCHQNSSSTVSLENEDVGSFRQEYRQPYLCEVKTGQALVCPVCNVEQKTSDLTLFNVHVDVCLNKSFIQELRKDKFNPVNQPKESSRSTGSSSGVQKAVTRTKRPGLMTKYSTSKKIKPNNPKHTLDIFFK
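Here, compound and 10 nM enzyme are combined for 15 min at room temperature; adding 50 nM substrate (final) starts DNA synthesis, tracked by fluorescence at 0 and 10 min against buffer-only wells.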
GRP78 ERSR act – qHTS for Inducers of the Endoplasmic Reticulum Stress Response (ERSR) in Human Glioma: qHTS; U87-MG GRP78 promoter luciferase reporter, 16 h; Potency, µM, inactives show at the top dose activation, most hits filed as activators; 420,000 compounds, 0.02% hits; AID 602332, 2012; note: potency is the fitted concentration of half-maximal effect; series mostly up to about 76 µM; % of control where 0% means no effect; nearly all actives have a fitted effect of over 35% in size
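ERSR induction read as luciferase luminescence (Bright-Glo, 10 min at room temperature) in stably transfected human U87-MG glioma cells exposed to compounds for 16 h, using GRP78 as sensor.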
APEX1 inh – qHTS Assay for Inhibitors of the Human Apurinic/apyrimidinic Endonuclease 1 (APE1) | DNA repair nuclease/redox regulator APEX1 (Homo sapiens), P27695 | recombinant APE1, TAMRA/BHQ-2 abasic DNA cleavage fluorescence | Potency, µM (doses to about 65.8 µM), without a hit: top-dose activity change, negative = inhibition, actives largely listed as inhibitors | 350,000 compounds, 0.35% hits | AID 2517, 2012;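 note: potency is the fitted concentration of half-maximal effect; plate controls were vehicle for no effect and reference inhibitor for full effect; nearly all actives have a fitted effect of over 55% in size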
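Endonuclease cleavage of a quenched abasic-site DNA duplex (50 nM) by APE1 (0.75 nM) was tracked by TAMRA dequenching. Compounds were preincubated with enzyme 15 min at room temperature; data normalized to buffer-only and DMSO wells plus NSC13755 control.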
Pol eta inh – qHTS for Inhibitors of Polymerase Eta. AID 588591, 2011. 390,000 compounds, 1.2% hits. Potency, µM (highest dose often 114 µM), for the others: top-dose activity change, negative = inhibition, actives largely listed as inhibitors. recombinant Pol eta, fluorescent DNA replication assay. DNA polymerase eta (Homo sapiens), Q9Y253; note: potency is the fitted concentration of half-maximal effect; % is set by controls: 0 for no effect and ±100 for the full control effect
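Fluorescent replication assay: 50 nM final substrate added after a 15 min room-temperature compound preincubation with 10 nM enzyme. Signal taken at 0 min and again at 10 min.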
An asterisk follows results filed as active; ? = inconclusive; / = not tested or not shown; & = joins results of further samples; [ ] = remark or other dose. Unless noted, calls come from the whole dose curve; as a rule, active = well fitted curve in the direction sought with a large enough effect; inconclusive = small, poorly fitted or top-dose-only effect, or another doubt; inactive = no such curve, though single readings can be large; an effect the other way counts as inactive or inconclusive. A portion of the library (hit frequency here may not be typical).

SMILES	Anesthetic bind	POLB inh	Pol iota inh	LDHA inh	BLM helicase inh	Pol kappa inh	GRP78 ERSR act	APEX1 inh	Pol eta inh
COc1ccc(C(=O)c2c(N)c(-c3nc(-c4ccc5c(c4)OCO5)cs3)c3ccccn23)cc1	?	17%	25%	3	-6%	-1%	/	/	/
NS(=O)(=O)c1ccc(CCNC(=O)c2ccc(Br)s2)cc1	2%	-11%	35%[activator]	-7	-2%	-12%	-1%	-10%	6%
O=C(CN1C(=O)CSc2ccc(S(=O)(=O)N3CCCCC3)cc21)NCc1ccc(F)cc1Cl	4%	1%	-18%	3	-7%	-2%[60.1 µM]	-7%	/	-14%
CCOC(=O)C1CCN(C(=O)CN(c2ccc3c(c2)OCCO3)S(C)(=O)=O)CC1	-2%	0%	24%	-8	-5%	-3%	-3%	-2%	-12%
O=C(COC(=O)c1ccc(Cl)c(S(=O)(=O)N2CCOCC2)c1)NCc1ccco1	/	/	-10%	-5	/	0%	-4%	16%	-6%
Cc1ccc(S(=O)(=O)NC(=NC(C)C(=O)O)c2ccccc2)cc1 (configuration not stated)	-6%	15%	5%	-5	2%	4%	-2%	8%	-13%
Brc1ccc(C2C=Cc3ccccc32)cc1 (configuration not stated)	/	/	25%	3	/	-2%	3%	/	/
CC1(C)Cc2[nH]c(=S)c(C#N)cc2CO1	-18%	?	?	-1	-3%	-4%	-4%	3%	6%
COc1cc(OC)c(/C=N/NC(=O)c2ccncc2)cc1Br	-4%	-29%	94%[activator]	-8	-20%	-4%	-3%	0%	-13%
CCOc1ccc(CC(=O)Nc2c(C(=O)Nc3ccccc3)oc3ccccc23)cc1OCC	?	0%	5%	-15	-2%	-6%	-8%	1%	6%
Cc1ccc2c(c1C)NC(C)CC2C (configuration not stated)	-11%	-29%	4%	4&-2	3%	-7%	-7%	0%	-11%
Cc1oc2cc(O)ccc2c(=O)c1-c1cnn(-c2ccccc2)c1	-3%	9%	11%	-12	-3%	-10%	0%	-3%	-18%
COc1cc2c(cc1Cl)C(=O)C(F)(c1ccccc1)C(=O)N2 (configuration not stated)	3%	-6%	12%	-4	-5%	-13%	-4%	-2%	-13%
COCCNC(=O)Cn1c(=O)n(CCCC(=O)NCc2ccc3c(c2)OCO3)c(=O)c2sccc21	1%	5%	76%[activator]	1	3%	-21%	1%	23%	-13%
COC(=O)c1sc(N2C(=O)c3oc4ccc(C)cc4c(=O)c3C2c2ccc(O)c(OC)c2)nc1C (configuration not stated)	-10%	12%	5%	1	-5%	-9%	0%	/	3%
COc1ccc(C)cc1NC(=O)c1[nH]c(C)c(C(C)=O)c1C	-12%	-4%	-21%	0	-16%	-1%	-2%	?	-14%
Cc1cc(C(=O)OCc2nc3ccccc3s2)c(C)o1	?	8%	9%	0	-1%	-11%	7%	20%	-13%
CC(C)CNC(=O)c1ccc2c(c1)C(=O)N(Cc1ccco1)C2=O	-22%	18%	122%[activator]	0	0%	-8%	0%	1%	-18%
Oc1ccc(Cl)cc1C1=NNC(c2cc(Br)cc3c2OCOC3)C1 (configuration not stated)	-17%	-6%	23%	-11	-7%	-23%	-1%	-1%	8%
Cc1nn(Cc2ccccc2Cl)c2sc(C(=O)Nc3ccccc3N3CCOCC3)cc12	-1%	24%	-8%	2	-7%	15%	-4%	-9%	-13%
COCCn1c(SCC(=O)NC(C)c2ccc(F)cc2)nc2ccccc21 (configuration not stated)	-6%	-14%	-22%	-6	1%	-1%	-1%	27%	-10%
CC(=O)Nc1ccc(S(=O)(=O)NCCC(=O)Nc2ccc(C)c(F)c2)cc1	7%	-1%	3%	0	-1%	-4%	-1%	21%	3%
Cc1cc2nc(-c3cccc(NC(=O)COc4ccc(Cl)c(C)c4)c3)oc2cc1C	-10%	23%	?	-5	-6%	6%	-4%	/	-15%
N/C(=N\OC(=O)CCc1ccccc1)c1ccc(Cl)cc1	-11%	34%	2%	2	1%	-16%	3%	6%	-6%
COc1cc(NC(=O)c2ccccc2F)c(OC)cc1NC(=O)CN1CCCCC1	-15%	23%	36%[activator]	6	-4%	5%	2%	4%	-18%
CCCc1nc2ccccc2n1CCOC	-10%	17%	15%	-4	-5%	-12%	9%	3%	-15%
O=c1cc(-c2ccccc2)oc2ccccc12	/	/	24%	-5	/	4%	1%&-1%	26%&-2%	-6%
Cc1ccccc1CSCC(=O)Nc1c(C)n(C)n(-c2ccccc2)c1=O	1%	0%	-4%	0	-1%	-1%	-5%	4%	-13%
C=CC1=C2C=C(C3CC3)N(CC3CC3)C=C2C(=O)C(C)(OC(=O)c2ccco2)C1=O (configuration not stated)	/	/	87%[activator]	15	-12%[12.4 µM]	0%	-5%	12%[12.4 µM]	-1%
Cc1cc2oc(=O)cc(CN3CCN(Cc4ccccc4)CC3)c2cc1Cl	-9%	0%	3%	-15&2	2%	-2%	-3%	28%	1%
Clc1cccc(-c2nc(NCCCN3CCOCC3)c3ccccc3n2)c1	?	-11%	-23%	-3	102%[activator]	-11%	-1%	9%	-9%
O=C(N1CCOCC1)N1CCN(c2ccccc2)CC1	-5%	27%	-9%	-4	0%	-12%	-8%	-3%	-11%
O=C(O)C1=CC(c2ccc(Br)cc2)n2ncnc2N1 (configuration not stated)	6%	22%	-6%	-7	1%	9%	-2%	/	-15%
CCC(=O)N1CCN(c2ccc(NC(=O)COc3ccccc3Cl)cc2)CC1	-7%	-2%	-24%	6	2%	-16%	-4%	-1%	-14%
CCOCCn1c(CN2CCC(Cc3ccccc3)CC2)nc2c1c(=O)n(C)c(=O)n2C	-10%	4%	?	-12	1%	6%	-3%	-7%	-6%
COc1ccc(S(=O)(=O)Nc2cccc(N(C)S(C)(=O)=O)c2)cc1Br	-10%	2%[57.1 µM]	10%	-6	3%	2%	-4%	3%	?
O=C(O)c1ccc(Oc2ccc([N+](=O)[O-])cc2)c([N+](=O)[O-])c1	/	/	-6%	4	/	-5%	-6%	/	-16%
CCOc1ccc(CNC(=O)CCS(=O)(=O)c2cc3c4c(c2)CCN4C(=O)CC3)cc1	-1%	24%	8%	-11	0%	23%	-1%	/	0%
Cc1ccccc1NC(=O)C1CCN(C(=O)NC2CCCCC2)CC1	-1%	-5%	109%[activator]	-4	3%	1%	0%	9%[12.4 µM]	-17%
C#CCOCCOCCOCCNc1nc(N2CCN(C(=O)[C@H]([C@@H](C)CC)n3cc([C@@H](N)Cc4ccc(O)cc4)nn3)CC2)nc(N2CCN(C(=O)[C@H](CCCCN)n3cc([C@@H](N)CC(C)C)nn3)CC2)n1	-3%	37%	/	/	32%[activator]	/	/	6%	/

Arranged by count of non-hydrogen atoms (low to high): part of the list above.
SMILES	Anesthetic bind	POLB inh	Pol iota inh	LDHA inh	BLM helicase inh	Pol kappa inh	GRP78 ERSR act	APEX1 inh	Pol eta inh
O=C(O)C1=CC(c2ccc(Br)cc2)n2ncnc2N1 (configuration not stated)	6%	22%	-6%	-7	1%	9%	-2%	/	-15%
Cc1ccccc1NC(=O)C1CCN(C(=O)NC2CCCCC2)CC1	-1%	-5%	109%[activator]	-4	3%	1%	0%	9%[12.4 µM]	-17%
COc1cc(NC(=O)c2ccccc2F)c(OC)cc1NC(=O)CN1CCCCC1	-15%	23%	36%[activator]	6	-4%	5%	2%	4%	-18%

Next section
SMILES	Anesthetic bind	POLB inh	Pol iota inh	LDHA inh	BLM helicase inh	Pol kappa inh	GRP78 ERSR act	APEX1 inh	Pol eta inh
CCC(=O)N1CCN(c2ccnc3cc(Cl)ccc23)CC1	-4%	-6%	16%	-11	4%	2%	-8%	2%	-22%
Cn1cccc1CC(=O)NNC(=S)NC(=O)c1ccc(F)cc1	8%	9%	-23%	1	-15%	-4%	-1%	1%	2%
Cc1ccc(N(CC(O)Cn2c3ccccc3c3ccccc32)S(=O)(=O)c2ccc(F)cc2)cc1 (configuration not stated)	60%[activator]	-20%	-7%	-1	-16%	-13%	3%	/	-18%
COc1ccc(-c2nc(SCC(=O)NCCCc3ccccc3)n[nH]2)cc1	?	-1%	-2%	6	-2%	-6%[60.1 µM]	-1%	/	5%
CN1CCN(C(c2ccc(F)cc2)c2sc3nc(-c4ccco4)nn3c2O)CC1 (configuration not stated)	-12%	-9%	-8%	3	1%	2%[60.1 µM]	-5%	/	-5%
O=C(CSc1nnc(Cc2ccccc2)o1)NCCc1ccccc1	-14%	20%	-2%	-4	3%	0%	-5%	3%	-12%
CCOc1ccc(NC(=O)C2CCCN(S(=O)(=O)c3ccc4c(c3)CC(C)N4C(C)=O)C2)cc1 (configuration not stated)	4%	9%	29%	-2	-7%	-7%	-4%	-4%	-10%
Cc1ccc2[nH]c3c(c2c1)CN(C(=O)CN1CCN(c2ccccn2)CC1)CC3	-6%	39%	22%	20	-7%	-7%	-2%	14%	-12%
Cc1nc2cc(C(F)(F)F)ccc2n1CCNc1nc(-c2cc(Cl)c(N)c(Cl)c2)cs1	?	24%	40%	5	-8%	11%	-5%	4%	-12%
Cc1ccc(S(=O)(=O)NCCC(=O)Nc2ccc(S(=O)(=O)NC(C)C)cc2)cc1	-4%	-1%	73%[activator]	-1	-3%	1%	-4%	8%	-26%
Cc1cc(C)n2c(Nc3ccc4c(c3)OCCO4)c(-c3ccc(Cl)cc3)nc2n1	80%[activator]	-25%	9%	5	-5%	-6%	-1%	/	-19%
O=C(Nc1ccccc1)NC1CCCc2ccccc21 (configuration not stated)	-6%	16%	?	-12	-4%	-21%	-2%	-2%	-11%

Source: PubChem (National Center for Advancing Translational Sciences (NCATS))
